# Compound activity from PubChem.
# Mtb FBA inh: Mtb fructose-bisphosphate aldolase inhibition; 360,000 tested, 2.3% active; purified M. tuberculosis FBA, fluorescence read-out; inhibition, % at 1 µM; P9WQA3; in the data active means inhibition above about 27%;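 further: 0% = vehicle and 100% = reference inhibitor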
# Target sequence (P9WQA3 whole entry, looked up): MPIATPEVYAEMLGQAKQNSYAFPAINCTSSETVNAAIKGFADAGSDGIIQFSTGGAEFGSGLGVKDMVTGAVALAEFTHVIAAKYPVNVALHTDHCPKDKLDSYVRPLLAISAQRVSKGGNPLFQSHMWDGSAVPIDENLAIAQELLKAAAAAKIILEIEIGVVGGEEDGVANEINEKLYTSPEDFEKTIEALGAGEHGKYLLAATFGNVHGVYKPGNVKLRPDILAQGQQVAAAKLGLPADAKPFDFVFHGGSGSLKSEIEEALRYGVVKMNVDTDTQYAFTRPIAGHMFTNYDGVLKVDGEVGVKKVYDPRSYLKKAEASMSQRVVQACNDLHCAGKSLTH
# Mtb BioA inh: blocks M. tuberculosis BioA enzyme activity. purified M. tuberculosis BioA enzyme, plate reader. inhibition, % at 9.99 µM. 360,000 tested, 0.096% active; in the data active means inhibition above about 40%; inconclusive means no clear call, values can overlap the other calls
# MazEF act: activators of E. coli MazEF toxin-antitoxin RNase; P0AE70; FAM/BHQ RNA-DNA oligo cleavage fluorescence, 5 h; activation, % at 20 µM; 350,000 tested, 0.32% active; in the data active means activation above about 50%
# Target sequence (P0AE70 whole entry, looked up): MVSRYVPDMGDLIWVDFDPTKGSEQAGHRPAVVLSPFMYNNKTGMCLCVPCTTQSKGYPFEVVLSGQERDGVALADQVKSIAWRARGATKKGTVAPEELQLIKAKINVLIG
# FadD28 FP inh: inhibitors of Mycobacterium tuberculosis FadD28 bisubstrate binding; FadD28 bisubstrate probe binding, fluorescence polarization; inhibition, % at 12.5 µM; 360,000 tested, 0.22% active; AID 588549; in the data active means inhibition above about 8.5%, passing the limit was not always enough; inconclusive means no clear call, values can overlap the other calls
# VHR inh abs: inhibitors of human VHR1 phosphatase (DUSP3); P51452; AID 1654; recombinant VHR phosphatase, pNPP absorbance; inhibition, % at 13.3 µM; 290,000 tested, 0.52% active; in the data active means inhibition above about 50%; further: some compounds called inactive have numbers as strong as hits
# Target sequence (P51452 whole entry, looked up): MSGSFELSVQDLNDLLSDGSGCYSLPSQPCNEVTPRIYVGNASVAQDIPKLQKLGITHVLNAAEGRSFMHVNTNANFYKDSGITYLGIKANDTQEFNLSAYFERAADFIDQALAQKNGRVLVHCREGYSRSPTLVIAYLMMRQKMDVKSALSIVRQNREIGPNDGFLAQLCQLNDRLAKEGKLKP
# Mtb UGM inh: inhibitors of M. tuberculosis UDP-galactopyranose mutase; P9WIQ1; purified UGM, fluorescence polarization probe displacement; AID 504406; inhibition, % at 10 µM; 320,000 tested, 0.06% active; in the data active means inhibition above about 10%, passing the limit was not always enough; inconclusive means no clear call, values can overlap the other calls
# Rv3671c inh: inhibits the M. tuberculosis serine protease Rv3671c; P9WHR9; inhibition, % at 5.96 µM; 320,000 tested, 0.048% active; in the data active means inhibition above about 38%;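 further: extracellular domain of Rv3671c used as enzyme; 0% = enzyme with DMSO and 100% = no enzyme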
# Target sequence (P9WHR9 whole entry, looked up, the tested form may be a part): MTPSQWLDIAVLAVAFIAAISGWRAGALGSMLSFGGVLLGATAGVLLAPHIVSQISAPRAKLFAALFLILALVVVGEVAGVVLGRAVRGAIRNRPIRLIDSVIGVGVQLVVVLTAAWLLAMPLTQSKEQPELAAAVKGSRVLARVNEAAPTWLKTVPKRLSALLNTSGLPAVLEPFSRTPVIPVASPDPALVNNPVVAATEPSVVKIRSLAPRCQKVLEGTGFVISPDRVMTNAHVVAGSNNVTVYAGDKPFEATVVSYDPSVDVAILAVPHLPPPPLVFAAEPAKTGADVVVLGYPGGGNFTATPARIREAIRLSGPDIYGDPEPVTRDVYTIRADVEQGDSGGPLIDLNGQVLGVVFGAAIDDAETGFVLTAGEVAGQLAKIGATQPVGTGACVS
# BoNT-F LC inh: BoNT F light chain protease inhibition. Multiplex microsphere protease cleavage assay, flow cytometry. inhibition, % at 10 µM. 360,000 tested, 0.22% active; in the data active means inhibition above about 35%, passing the limit was not always enough; inconclusive means no clear call, values can overlap the other calls; further: plate controls were buffer without enzyme for full effect and enzyme alone for no effect
# CCHFV vOTU inh: blocks the CCHF virus ovarian tumor domain protease; CCHFV vOTU protease, Pep-AMC fluorescence; inhibition, % at 11.5 µM; 370,000 tested, 0.55% active; further: 0% = vehicle wells with enzyme and 100% = no enzyme wells
# GDH-TPI counter: counter-screen for M. tuberculosis FBA inhibitors: GDH-TPI coupled enzymes; GDH-TPI coupled enzyme counterscreen, NADH absorbance; inhibition, % at 4.8 µM; 360,000 tested, 1.2% active;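 further: 0% = DMSO wells and 100% = wells lacking the enzyme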
# * hit, by the source's call; ? = inconclusive; · = no result given. Unless noted, no stated cut-off is given here; in the data, active means inhibition above about 30%; inactive means the rest.
SMILES,Mtb FBA inh,Mtb BioA inh,MazEF act,FadD28 FP inh,VHR inh abs,Mtb UGM inh,Rv3671c inh,BoNT-F LC inh,CCHFV vOTU inh,GDH-TPI counter
CC(=O)Oc1oc(-c2ccccc2)nc1C=Nc1ccc(N(C)C)cc1,3,-1.7,11,-2.2,32,1.1,11,?,-4,-6
CCOC(=O)c1cc(C(C)=O)c(=O)n(C)c1N,1,-3.1,0,-2.7,21,0.7,4,9,7,23
CCC(CC)C(=O)c1c[nH]c(C(=O)NCc2ccccc2)c1,0,0.3,10,-2.2,·,0.6,-4,-16,-5,0
Cc1ccc(NC(=O)c2cccc(S(=O)(=O)N3CCc4ccccc4C3)c2)nc1,6,-8.4,0,0.2,·,0.7,-22,0,-7,8
C=CCc1ccc(OC)cc1,0,-0.8,0,-0.1,·,2.7,-1,0,-6,5
COc1ccc([C@H]2CC(=O)C=C(c3ccc4[nH]ccc4c3)C2)cc1OC,-3,0.8,10,-5.1,·,-1.3,-2,-10,7,19
CCOC(=O)C1CCN(C(=O)CCc2nc3sc4c(c3c(=O)[nH]2)CCCC4)CC1,1,·,-16,-0.6,·,-0.7,3,15,-6,4
Cn1ccc2ccc(C3=CC(=O)C[C@H](c4ccc(F)cc4)C3)cc21,-5,-0.7,2,-5.5,·,-3.2,-21,5,9,8
Oc1ccccc1-c1n[nH]c(=S)n1Cc1ccco1,2,0.3,-17,-2.0,18,0.0,5,3,0,-14
COc1ccc(Cl)cc1NC(=O)[C@@]1(CC(=O)O)CC(/C=C/c2ccccc2)=NO1,1,1.5,1,-2.5,21,1.2,6,10,10,-8
O=C(N/N=C/c1cccnc1)c1ccc(NC(=O)C(c2ccccc2)c2ccccc2)cc1,-4,1.9,61*,-7.2,8,-2.5,-23,-18,-2,17
Cc1cccc(Nc2nc(N)nc(CSc3nccn3C)n2)c1,5,-0.9,8,0.0,26,-0.5,1,-9,2,2
Cc1ccc(-c2nc(CN3CCCCC3)cc(CN3CCCCC3)c2O)cc1,59*,·,9,-3.5,11,-1.7,6,-7,-43,8
Cc1ccc(S(=O)(=O)NCc2cccnc2)c(C)c1,3,0.3,11,-0.5,4,2.3,2,5,-11,4
CC(=O)N(CC(=O)N(CC(=O)O)c1ccc(Cl)cc1)c1ccc(Cl)cc1,-2,-0.6,-4,-3.1,·,·,·,-10,5,9
COC(=O)CCC(=O)OC1(C)C(=O)C2=CN(C3CC3)C(c3ccc(OC)cc3)=CC2=C(Br)C1=O (centres undefined),-3,-0.3,-21,-1.2,·,0.7,-20,-80,21,18
COc1ccc(CONc2ncnc3nonc23)cc1[N+](=O)[O-],-2,·,3,-2.2,12,0.5,-4,4,-7,8
c1ccc2c(c1)nc1n2CCN1CCN1CCCC1,3,-1.2,6,-1.4,-6,-1.3,-11,8,-7,-5
COc1ccc(NC(=O)CCNS(=O)(=O)c2cccc3nonc23)cc1Cl,-1,-0.4,3,-4.9,-4,2.0,2,-6,9,7
O=C(N/N=C/c1ccc(Cl)c(Cl)c1)c1ccc2nc[nH]c2c1,5,-0.5,23,-0.8,-14,1.9,-23,4,17,11
CCn1c(CSc2ncccn2)nnc1SCC(=O)N1CCCCC1,3,4.1,-8,-0.2,28,-1.0,3,4,6,4
O=C(O)C1C=Cc2ccccc2N1C(=O)c1ccccc1 (centres undefined) (tested in a mixture with another compound),0,·,10,-1.7,·,·,·,-6,16,1
COc1ccc2c(c1)C(=O)CC(O)(C(F)F)O2 (centres undefined),31*,·,0,-0.3,1,2.2,11,?,-46,4
Cc1nc(C(F)(F)F)ccc1C(=O)N1CCCCC1,2,-0.1,5,-1.0,-11,0.1,4,?,5,10
Cc1ccc(CNC(=O)C2CCCN(S(=O)(=O)c3cnc[nH]3)C2)cc1 (centres undefined),1,0.8,5,-0.7,8,1.1,-1,-2,-2,-17
CN(C(=O)CSc1nncn1C)C1CCCN(Cc2ccccc2F)C1 (centres undefined),4,0.3,4,-2.6,14,2.6,-6,3,-7,-8
O=C(N/N=C/C1CC2CCC1C2)c1c[nH]c2ccccc12 (centres undefined),3,·,-3,-2.4,11,4.1,-8,-2,0,3
Cc1ccc(-c2c(C)n([O-])c3c([n+]2=O)CCCC3)cc1,6,·,11,-1.0,3,-0.2,-4,5,-3,0
COc1ccc(C(=O)Nc2cccc(S(C)(=O)=O)c2)cc1OC,-4,3.5,-2,-3.0,24,0.0,3,-3,-13,0
Cc1cc(Sc2nc(N)ncc2[N+](=O)[O-])ncn1,-1,·,-1,-0.6,7,-2.9,-4,-1,8,14
Cc1ccc(-c2sc(C)nc2CC(=O)O)cc1,1,0.5,8,-2.0,-20,-1.2,-2,-13,1,6
c1ccc(SCc2nc(-c3ccccn3)no2)cc1,0,-0.4,2,-3.1,-6,-3.2,-7,10,15,5
COc1ccc(C(=O)C(CN2CCOCC2)c2ccccc2)cc1 (centres undefined),2,-0.1,2,-0.1,35,2.1,6,-4,4,16
CN1CCN(c2ccc(Cl)cc2NC(=O)c2ccc(=O)n(C)n2)CC1,0,·,-17,0.4,13,0.8,-1,-23,-5,6
CSC(=CC(=O)c1ccccc1)SC,-2,1.4,2,-0.5,-7,0.2,-1,4,10,23
O=C(O)CC1COc2ccccc2N1S(=O)(=O)c1ccc(Br)cc1 (centres undefined),2,-0.6,-2,1.7,16,-2.1,-3,19,-6,8
CCOC(=O)C1=C(C)N(C)C(=S)NC1c1cc(OC)ccc1OC (centres undefined),5,·,-22,-1.2,44,0.3,3,-4,5,13
COC(=O)Cc1ccc(NC(=O)c2cccs2)cc1,-4,-0.2,0,-0.1,10,-2.7,2,-16,5,10
COC(=O)c1ccc(COC(=O)c2c(C)nn(Cc3ccccc3Cl)c2Cl)o1,0,·,1,-3.7,-12,-1.2,1,4,-5,18
CCCCCCC(=O)Nc1cc2c(C)cc(=O)oc2cc1C,-7,-0.6,-1,-2.8,4,-0.6,1,-6,-2,7

# Some of the entries so far, with values under each structure.
# Below each compound – Mtb FBA inh | Mtb BioA inh | MazEF act | FadD28 FP inh | VHR inh abs | Mtb UGM inh | Rv3671c inh | BoNT-F LC inh | CCHFV vOTU inh | GDH-TPI counter
COc1ccc(C(=O)Nc2cccc(S(C)(=O)=O)c2)cc1OC
 : -4 | 3.5 | -2 | -3.0 | 24 | 0.0 | 3 | -3 | -13 | 0
Cc1cc(Sc2nc(N)ncc2[N+](=O)[O-])ncn1
 : -1 | · | -1 | -0.6 | 7 | -2.9 | -4 | -1 | 8 | 14
Cc1ccc(-c2sc(C)nc2CC(=O)O)cc1
 : 1 | 0.5 | 8 | -2.0 | -20 | -1.2 | -2 | -13 | 1 | 6
c1ccc(SCc2nc(-c3ccccn3)no2)cc1
 : 0 | -0.4 | 2 | -3.1 | -6 | -3.2 | -7 | 10 | 15 | 5
COc1ccc(C(=O)C(CN2CCOCC2)c2ccccc2)cc1 (centres undefined)
 : 2 | -0.1 | 2 | -0.1 | 35 | 2.1 | 6 | -4 | 4 | 16
CN1CCN(c2ccc(Cl)cc2NC(=O)c2ccc(=O)n(C)n2)CC1
 : 0 | · | -17 | 0.4 | 13 | 0.8 | -1 | -23 | -5 | 6
CSC(=CC(=O)c1ccccc1)SC
 : -2 | 1.4 | 2 | -0.5 | -7 | 0.2 | -1 | 4 | 10 | 23
O=C(O)CC1COc2ccccc2N1S(=O)(=O)c1ccc(Br)cc1 (centres undefined)
 : 2 | -0.6 | -2 | 1.7 | 16 | -2.1 | -3 | 19 | -6 | 8
CCOC(=O)C1=C(C)N(C)C(=S)NC1c1cc(OC)ccc1OC (centres undefined)
 : 5 | · | -22 | -1.2 | 44 | 0.3 | 3 | -4 | 5 | 13
COC(=O)Cc1ccc(NC(=O)c2cccs2)cc1
 : -4 | -0.2 | 0 | -0.1 | 10 | -2.7 | 2 | -16 | 5 | 10
COC(=O)c1ccc(COC(=O)c2c(C)nn(Cc3ccccc3Cl)c2Cl)o1
 : 0 | · | 1 | -3.7 | -12 | -1.2 | 1 | 4 | -5 | 18
CCCCCCC(=O)Nc1cc2c(C)cc(=O)oc2cc1C
 : -7 | -0.6 | -1 | -2.8 | 4 | -0.6 | 1 | -6 | -2 | 7

# Remaining list, next part
SMILES,Mtb FBA inh,Mtb BioA inh,MazEF act,FadD28 FP inh,VHR inh abs,Mtb UGM inh,Rv3671c inh,BoNT-F LC inh,CCHFV vOTU inh,GDH-TPI counter
COc1ccc(CN2CCC(n3nccc3NC(=O)CCCc3ccccc3)CC2)cc1C,2,1.2,-2,-2.0,37,0.4,-7,1,7,5
COc1ccc2oc(C(=O)OCc3c(C)noc3C)c(C)c2c1,14,·,3,-5.8,-7,-0.2,1,-4,-17,9
O=C(Nc1ccc(N2CCCCC2)cc1)c1ccc2ccccc2n1,1,4.3,1,-0.5,27,-1.6,0,-71,6,7
Cc1ccc(CN2CCC(C(=O)c3ccc(F)cc3)CC2)cc1,0,-0.9,3,-1.9,·,·,·,-5,-1,5
COc1ccc(N2CCN(C(=O)C3(S(=O)(=O)c4ccc(C)cc4)CC3)CC2)cc1,5,-4.2,2,1.3,13,1.9,6,2,10,11
CCn1c(=O)n(CC)c2cc(N3CCCC3)c(NC(=O)c3ccc(F)cc3)cc21,2,17,8,0.9,9,-0.6,-6,-2,0,8
COCCN(C(=S)Nc1ccccc1C)C(C)c1cccnc1 (centres undefined),-1,-2.8,3,-1.4,-1,0.8,-5,-3,-4,7
COc1ccc(OC)c(-n2c(CNC3CCN(Cc4ccccc4)CC3)nc3ccccc3c2=O)c1,-1,0.1,-2,-3.9,35,1.2,-10,-11,-11,1
Cc1ccc(-c2cn3c(=O)cc(C)[nH]c3n2)cc1,53*,0.1,5,0.3,33,1.1,-2,16,-10,13
Cc1cc2nc(CSc3ccccc3)cc(=O)n2[nH]1,1,·,3,-2.0,-15,-0.2,10,-6,-11,-4
CC1=NC(C(F)(F)F)(C(F)(F)F)C(C#N)=C(C)N1,0,1.1,0,0.6,3,1.2,-5,-2,-8,9
COc1ccc(OCCC(=O)NCC23CC4CC(CC(C4)C2)C3)cc1,3,-1.2,2,-0.5,9,0.3,9,1,12,-2
O=C(Nc1nnc(S(=O)(=O)N2CCOCC2)s1)c1cccc(Br)c1,6,0.0,4,-0.8,-13,-0.4,-9,16,7,29
N/C(=N\NC(=O)Nc1ccccc1)c1ccccn1,0,-2.0,3,-2.3,21,-0.6,0,?,-3,-4
Cc1ccccc1CSc1nc(C(C)(C)C)cc(=O)[nH]1,4,·,-5,0.1,18,1.6,-5,-4,3,3
COc1nnc(-c2ccc(N3CCCCC3)c(NC(=O)C3CCCCC3)c2)c2ccccc12,0,-0.7,-13,0.2,30,1.7,-4,-16,-1,6
CC1=CC2=NC(=O)/C(=C\c3cc(C)n(-c4ccccc4F)c3C)C(=N)N2O1,3,41*,-5,-2.5,15,1.3,-20,-8,6,14
CCOc1ccccc1Nc1ncnc2c1cnn2-c1ccccc1,-1,-1.4,-8,-6.3,13,-1.2,-9,-5,29,0
O=C(NCc1ccccn1)C1CCCN(S(=O)(=O)c2cccc3nsnc23)C1 (centres undefined),6,-0.8,-12,-3.3,37,-0.8,7,?,3,3
N=c1oc2ccc(Br)cc2cc1C(=O)NCc1ccccc1,-1,-1.4,-2,-3.8,-9,-0.8,-4,2,3,-6
COc1cc2cc(C(=O)N/N=C/c3ccccc3Cl)[nH]c2cc1OC,3,-1.2,14,-2.2,27,-1.4,1,-5,4,47*
Cn1cnc2c(oc3ccccc32)c1=O,-1,1.0,6,-1.1,·,3.1,3,?,-5,10
CC12CCC(C/C1=N\N=C1\NC(=O)/C(=C\c3ccc(Cl)cc3)S1)C2(C)C (centres undefined),2,·,-11,-2.0,3,0.2,-3,-3,10,13
